Assay outcomes: PubChem BioAssay, several laboratories
dFosB activator: activators of delta FosB homodimer, primary screen, biochemical, fluorescence polarization, TAMRA-CDK5 oligo, single point. Protein FosB (Mus musculus), P13346. purified delta FosB; percent of positive-control signal above neutral wells. activation, % at 25 µM. hit rate 0.99% among 340,000;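 active = mean activation above about 17%, with every replicate also reaching it, limit read from the data, passing the limit was not always enough; inconclusive = only one of the two conditions met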;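 note: fluorescence polarization rise as delta FosB binds a TAMRA Cdk5 AP-1 oligo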
Mot1-301 SUMO: yeast Mot1-301 growth rescue at high temperature, primary screen, SUMOylation pathway inhibitor project, S. cerevisiae, ATP luminescence, 38.5C; S. cerevisiae Mot1-301 growth rescue; percent above DMSO median, 100 means doubled; growth rescue, % at 18.8 µM; hit rate 1% among 320,000;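 active = every valid replicate shows activation above 250% relative to neutral control wells; inactive = the rest, any valid replicate at or below 250%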;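 note: OY570 slx delta 5 strain wells were the positive control but not used for scaling; some compounds called inactive have numbers as strong as hits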
LANA DNA inh: inhibitors of KSHV C-LANA binding to DNA, primary screen, biochemical, fluorescence polarization, FAM-LBS DNA, MBP-C-LANA, single point. hit rate 0.078% among 340,000. inhibition, % at 9 µM. Kaposi's sarcoma herpesvirus LANA C-terminal domain (residues 932-1162) DNA binding;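 active = highest replicate inhibition at or above 60% at 9 µM, even if other replicates fall short; inactive = all replicates below 60% inhibition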;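 note: 0% = neutral control wells and 100% = 4 µM acridine orange control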
PfHsp90 set2: growth inhibition of PfHsp90-expressing yeast, primary screen, antimalarial PfHsp90 inhibitor project, S. cerevisiae, BacTiter-Glo luminescence, single point, set 2; BacTiter-Glo ATP, 48 h; yeast lacking PDR1 and PDR3 efflux regulators; inhibition, % at 9.4 µM; hit rate 0.32% among 310,000;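 active = every replicate shows inhibition above about 80%, whatever the replicate mean, limit read from the data; inconclusive = mean inhibition reaches the set limit but some replicate falls short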;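 note: 0% = DMSO neutral controls and 100% = 20 µM radicicol positive controls; yeast relying on Plasmodium falciparum Hsp90 in place of its own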
PvdQ inh: P. aeruginosa PvdQ acylase inhibitors, primary screen, biochemical, fluorescence, plate reader and imaging, single point; hit rate 0.063% among 340,000; purified PvdQ acylase; inhibition, % at 10 µM; in the data active = inhibition above about 30%, passing the limit was not always enough; inconclusive = no clear call, values can overlap the other calls;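 note: 0% = vehicle neutral wells and 100% = reference inhibitor wells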
cardiac RTF act: cardiac RTF calcium sensitivity activators, primary screen, biochemical, IANBD-TnC fluorescence, EC20 calcium; Troponin I, cardiac muscle (Homo sapiens) + Troponin T, cardiac muscle (Homo sapiens) + …; IANBD-labeled TnC RTF fluorescence at EC20 calcium; 0% EC20 calcium, 100% full calcium; activation, % at 7.2 µM; hit rate 0.24% among 340,000; AID 493008, 2010;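 active = activation above the mean over all tested compounds plus 3 SD, cut at about 30% in these data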;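 note: rise in fluorescence read as greater calcium sensitivity of cardiac thin filaments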
Rtt109 HAT inh: inhibitors of C. albicans Rtt109/Vps75 HAT, primary screen, biochemical, ThioGlo CoA-SH fluorescence, plate reader | hit rate 0.16% among 330,000 | Histone acetyltransferase RTT109 (Candida albicans (strain SC5314 / ATCC MYA-2876)), … | purified Rtt109/Vps75, 4 h | inhibition, % at 34.9 µM | AID 540336, 2011;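 active = inhibition of at least 50% in every replicate; inconclusive = best replicate reaches 50% inhibition but some replicates fall short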
Target sequence (Q5AAJ8 whole entry, looked up): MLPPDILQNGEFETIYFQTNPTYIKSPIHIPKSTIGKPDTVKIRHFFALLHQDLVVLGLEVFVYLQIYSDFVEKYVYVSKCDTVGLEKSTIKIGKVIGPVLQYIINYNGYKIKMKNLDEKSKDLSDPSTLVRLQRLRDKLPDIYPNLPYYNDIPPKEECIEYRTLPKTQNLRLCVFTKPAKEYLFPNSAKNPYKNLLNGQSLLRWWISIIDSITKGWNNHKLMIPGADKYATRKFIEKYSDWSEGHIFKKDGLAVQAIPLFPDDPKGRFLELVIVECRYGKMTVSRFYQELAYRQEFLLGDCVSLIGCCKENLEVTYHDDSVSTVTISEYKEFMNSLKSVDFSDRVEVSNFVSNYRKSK
NSD2 inh: NSD2 histone methyltransferase inhibitors, primary screen, biochemical, AlphaScreen, single concentration, set 2. NSD2 peptide methylation, 120 min. hit rate 0.54% among 310,000. inhibition, % at 12.5 µM. AID 743445, 2014. Histone-lysine N-methyltransferase NSD2 (Homo sapiens), O96028; in the data active = inhibition above about 50%
Keap1 Nrf2 FP: Keap1-Nrf2 protein-protein interaction inhibitors, primary screen, biochemical, fluorescence polarization, single point. AID 504523, 2011. Keap1 Kelch-Nrf2 peptide fluorescence polarization, 1536-well. hit rate 0.15% among 340,000. inhibition, % at 9.4 µM; in the data active = inhibition above about 12%; inconclusive = no clear call, values can overlap the other calls; inactive = below about 7.3%;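 note: human Keap1 Kelch domain with fluorescein labeled Nrf2 9mer peptide probe; 0% = neutral control wells and 100% = peptide positive control; higher means more block of Keap1 binding to Nrf2 peptide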
Cardiac RTF inh: cardiac RTF calcium sensitivity inhibitors, primary screen, biochemical, IANBD-TnC fluorescence, EC70 calcium; AID 493244, 2011; IANBD-labeled cardiac RTF, Ca2+ fluorescence; hit rate 0.12% among 340,000; inhibition, % at 7.15 µM; Troponin I, cardiac muscle (Homo sapiens) + Troponin T, cardiac muscle (Homo sapiens) + …;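 active = inhibition above the mean inhibition of all tested compounds plus 3 SD, cut at about 17% in these data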;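 note: assay run at fixed EC70 calcium of 1.6 mM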
CDK5 inh: inhibitors of human CDK5/p35 kinase, primary screen, biochemical, single concentration; Recombinant CDK5/p35, ADP-Glo luminescence, 60 min; inhibition, % at 10 µM; hit rate 0.01% among 330,000;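 active = highest replicate inhibition of at least 50% and at least 75% of replicates reaching 50%; inconclusive = only one of the two criteria met; inactive = both criteria failed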;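 note: plate controls were DMSO neutral control for no effect and GW8510 at 10 µM for full effect; many of its hits are not listed in these tables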
Target sequence (Q00535 whole entry, looked up): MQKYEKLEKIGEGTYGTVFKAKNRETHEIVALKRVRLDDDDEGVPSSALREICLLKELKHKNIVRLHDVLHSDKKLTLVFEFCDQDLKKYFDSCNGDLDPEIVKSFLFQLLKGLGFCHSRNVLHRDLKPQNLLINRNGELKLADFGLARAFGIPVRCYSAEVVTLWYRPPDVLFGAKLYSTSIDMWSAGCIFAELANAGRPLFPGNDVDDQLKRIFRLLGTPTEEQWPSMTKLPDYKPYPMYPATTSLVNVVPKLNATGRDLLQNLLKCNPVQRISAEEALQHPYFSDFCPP
Target sequence (Q15078 whole entry, looked up): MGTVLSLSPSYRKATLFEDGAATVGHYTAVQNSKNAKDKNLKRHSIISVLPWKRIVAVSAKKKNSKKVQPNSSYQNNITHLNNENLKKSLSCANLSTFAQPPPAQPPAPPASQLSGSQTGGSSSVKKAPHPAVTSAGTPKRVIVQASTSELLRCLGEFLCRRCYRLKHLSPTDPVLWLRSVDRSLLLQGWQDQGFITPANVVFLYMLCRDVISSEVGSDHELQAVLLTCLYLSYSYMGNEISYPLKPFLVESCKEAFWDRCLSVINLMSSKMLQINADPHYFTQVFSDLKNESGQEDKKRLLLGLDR
Active calls of the source: *; u = inconclusive; x = not tested or not shown; & = joins results of further samples.

SMILES	dFosB activator	Mot1-301 SUMO	LANA DNA inh	PfHsp90 set2	PvdQ inh	cardiac RTF act	Rtt109 HAT inh	NSD2 inh	Keap1 Nrf2 FP	Cardiac RTF inh	CDK5 inh
CCN(C(=O)COC(=O)CNC(=O)c1ccc2ccccc2c1)C1CCS(=O)(=O)C1 (stereo not given)	-7	373	-0.1	5	-4	7	3	-8	-2	4	-3.5
COc1ccc(OC)c(C(=O)NC(CC(N)=O)c2ccc(NCc3ccc(F)c(F)c3)c([N+](=O)[O-])c2)c1 (stereo not given)	-2	-6	-0.6	-3	1	1	4	x	-3	2	-0.8
CCC[C@@H](CN1CCC[C@H]1CN1C(N)=NC[C@H]1CC(C)C)N1C[C@@H]([C@H](C)CC)N(CCCC2CCCC2)C1=N	-3	x	-0.7	10	-4	-3	5	x	-2	1	0.8
COc1ccc(C(=O)CSc2nnc(CNc3ccc(C)cc3C)n2Cc2ccco2)cc1	-10	60	2.0	-27	-8	-4	-4	-2	-3	-7	-0.7
CC(C)N(C(=O)[C@H]1CC(CC(=O)NCc2cccc(C(F)(F)F)c2)C(=O)N2CCc3c([nH]c4ccccc34)[C@]12C)C(C)C (stereo not given in full)	-33	53	1.2	7	-11	0	2	x	-6	0	0.3
CC1(c2ccc3ccccc3c2)NC(=O)N(CC(=O)O)C1=O (stereo not given)	-6	38	0.7	12	-5	2	0	-1	-1	-8	0.2
O=C(CN1CCC(n2nnc3cc(F)ccc32)CC1)N1CCCc2ccccc21	0	87	1.2	x	-7	7	9	4	3	2	-1.3
C=CCn1c(SCC(=O)N(CC)C2CCS(=O)(=O)C2)nnc1-c1ccccc1 (stereo not given)	-2	-4	2.7	-1	2	3	-6	-1	2	-3	-0.9
NC(=O)C1CCN(C(=O)CCC(=O)c2ccc(Br)cc2)CC1	6	x	-0.6	12	1	3	21	-5	0	-3	0.1
COC(=O)c1cc(NC(=O)CC2CCCC2)cc(C(=O)OC)c1	-9	7	-2.3	-30	-3	-1	-1	-2	3	2	0.6
CCOC(=O)N1CCN(c2ccc(C(F)(F)F)cn2)CC1	-2	89	2.7	-14	2	-7	-4	-3	-2	0	x
CC(C)CCNC(=O)NC(=O)COC(=O)c1cc(S(=O)(=O)N2CCOCC2)ccc1N1CCCCC1	4	5	1.5	4	9	-8	10	3	-1	-10	-0.5
O=C(O)CCC(=O)N1CCc2cc(S(=O)(=O)N3CC=C(c4ccccc4)CC3)ccc21	-5	-12	-1.0	8	-3	3	2	x	-1	-5	-0.3
Cc1cccc(N(CC(=O)NC2CCCC2)C(=O)CCCC(=O)Nc2ccccn2)c1	-8	7	0.6	20	-17	0	19	1	-6	-8	0.4
COc1ccc(Cc2c(O)nc(SCC(=O)N3CCCCCC3)[nH]c2=O)cc1	-9	-2	1.3	-11	-2	6	-23	0	-8	4	0.8
Cc1ccc(NC(=O)CCNS(=O)(=O)c2ccc3c(c2)CCC(=O)N3)c(Br)c1	1	10	-0.1	8	-6	2	-4	x	1	-4	-1.8
Cc1cc(C(=O)NC(CC(C)C)C(=O)O)cc(C)c1[N+](=O)[O-] (stereo not given)	-3	198	-2.9	-11	-8	15	11	-2	1	-5	-1.0
O=C1c2ccccc2NC(c2ccc([N+](=O)[O-])cc2)N1O (stereo not given)	-2	-15	-0.7	15	-8	0	7	5	-2	-13	-0.2
Cc1ccc(C(C)C)c(OCC(=O)NN=C2CCCC2)c1	-16	13	-1.1	11	-12	4	0	0	-3	0	0.2
N#Cc1ccc(CSc2nc(N)cc(=O)[nH]2)cc1	0	13	-1.9	10	-11	4	0	2	-4	3	-0.3
CCOC(=O)/C(=N\NC(=O)c1ccccc1)c1ccccc1	0	7	0.5	-9	-18	-2	-1	-1	-3	-12	0.3
CC12CC(O)C3c4ccc(O)cc4CCC3C1CCC2=O (stereo not given)	3	x	0.3	2	-19	3	0	-4	-3	4	0.3
CN(C)CC(C)(C)CNS(=O)(=O)c1ccc(Cl)c(Cl)c1	-4&-1	-1&-8	1.1&-0.6	6&16	-6&13	-3&4	2	-2&24	-4&-2	3&-9	0.1&1.3
CNc1ccccc1C(C)(C)c1cc(-c2ccc(F)cc2)no1	-1	272	0.9	3	6	-5	-4	-1	-6	3	0.4
CC1CCCCN1CCCNC(=O)CN1C(=O)CSc2ccc(S(=O)(=O)N3CCOCC3)cc21 (stereo not given)	-1	25	0.0	2	-3	1	2	1	0	-8	-1.4
CCc1noc(C)c1C(=O)N1CC(C)OC(C)C1 (stereo not given)	-9	-5	0.7	0	-9	4	-1	1	0	2	-0.7
O=C(Nc1cccc(S(=O)(=O)NC2=NCCC2)c1)c1ccc(F)cc1	-5	-2	-1.1	13	-3	-2	3	-1	-4	5	-0.9
CCCn1c(SCC(=O)N(CC)c2c(N)n(Cc3ccccc3)c(=O)[nH]c2=O)nnc1-c1ccncc1	-5	x	1.4	12	-11	-3	0	-1	-9	0	-9.5
CC(CCN1CCN(c2ccccc2)CC1)c1ccccc1 (stereo not given)	-10	-8	-0.4	-1	1	6	9	14	-7	-3	-0.7
COc1cccc2cc(C(=O)C3=C(O)C(=O)N(CCN4CCOCC4)C3c3ccc(C(C)(C)C)cc3)oc12 (stereo not given)	2	-2	-0.5	7	-8	-3	4	x	-8	-3	x

More structures
SMILES	dFosB activator	Mot1-301 SUMO	LANA DNA inh	PfHsp90 set2	PvdQ inh	cardiac RTF act	Rtt109 HAT inh	NSD2 inh	Keap1 Nrf2 FP	Cardiac RTF inh	CDK5 inh
CCCOc1ccc(/C=N/NC(=O)c2c(-c3ccccc3)noc2C)cc1OC	-4	0	-0.2	-6	8	-6	3	1	1	-5	1.1
COC(=O)C[N+](C)(C)CC#Cc1ccccc1	-13	-1	-1.9	-1	-5	5	-24	0	-3	-14	-3.6
N=c1c2c3c(sc2ncn1CCCO)CCCC3	2	-17	2.2	6	-22	-4	-5	1	1	-7	-1.3
CCN(CC)S(=O)(=O)c1cccc(NC(=O)c2ccc(Sc3nncn3C)c([N+](=O)[O-])c2)c1	-10	124	1.0	22	-14	4	5	x	0	-6	-2.1
COc1ccc(Nc2nc(N/N=C/c3ccc(N(C)C)cc3)nc(C)c2[N+](=O)[O-])cc1	-7	-12	-0.6	-2	16	2	0	-2	1	3	0.1
COc1ccc(/C=C/C(=O)OCC(=O)N2CCc3ccccc32)cc1	10	-3	0.5	-10	-6	-2	-1	4	-2	1	-0.2
O=C(Nc1ccccc1C(F)(F)F)N1CCC(N2CCCCC2)CC1	-9	296*	0.7	5	-22	15	-10	-2	-5	1	0.7
CN(C)CCNC(=O)/C(=N\O)c1ccccn1	0	15	1.2	6	-2	2	1	1	4	5	0.4
CCN=C1SC(C(=O)Nc2ccccc2)CC(=O)N1CC (stereo not given)	0	-4	-0.9	-10	-13	2	0	20	-3	7	-2.7
O=C(O)C1(c2ccccc2)CCN(S(=O)(=O)c2cccs2)CC1	-1	-2	-0.7	-14	1	3	4	-1	-1	-4	-0.6
CC(C)OCCCN1CN(S(=O)(=O)c2ccc(Cl)cc2)c2nc3ccccc3nc21	0	-8	-0.9	5	16	-4	16	1	-4	-14	-0.9
COc1ccc(CC(=O)NNC(=S)NCC2CC2)cc1OC	4	84	-1.0	6	u	-3	-2	1	-7	-1	1.3
CN(CC(=O)Nc1ccc(SC(F)F)cc1)C1CCCCC1	-13	352	2.2	1	-5	1	9	-2	-2	-13	0.8
NC(=O)c1ccsc1NC(=O)c1ccc([N+](=O)[O-])o1	-9	-13	1.1	0	2	3	5	2	-2	5	0.5
O=C(N/N=C/C=N/NC(=O)c1ccco1)c1ccco1	-5	165	0.4	-9	3	-6	11	9	1	3	0.9
O=C(COc1ccccc1)N1CCN(c2ncccn2)CC1	-1	x	0.2	-12	6	-2	4	-2	0	1	0.7
CCc1c(C2(O)CCCCC2)[nH]c2ccc(C(F)(F)F)cc12	-6	-30	-0.7	23	-14	3	19	x	-2	-10	1.7
Cc1ccc(C)c(CN2CCC(n3nccc3NC(=O)CCCc3ccccc3)CC2)c1	-9	-12	-0.2	30	-12	-2	3	0	-3	-4	-1.2
C/C(CC1CC(C)OC1=O)=N\NC(N)=S (stereo not given)	0	-13	-1.3	-8	-1	-3	-1	-1	-1	-3	0.6
S=C(c1c[nH]c2ccccc12)N1CCOCC1	6	-8	0.3	-6	-2	2	-7	-5	4	-5	0.6
O=C(Cc1ccc(Br)cc1)NCCc1ccc(Cl)cc1Cl	-4	4	-1.3	-17	6	7	6	14	-1	-18	0.1
Cc1cc(C)c(NC(=O)/C(C#N)=C/c2ccc(OCc3ccc(F)cc3)cc2)c(C)c1	-19	2	0.3	-23	-18	4	-15	2	2	-9	-0.7
O=C1CN(C(=O)COc2ccc(Br)cc2)c2ccccc2N1	-6	4	1.0	33	-10	-7	x	-2	-2	9	-0.7
c1ccc(C[C@H]2CNCCN2CCc2cccc3ccccc23)cc1	-7	8	-0.7	8	18	-6	-2	x	2	-4	-0.8
O=C(Nc1cc(S(=O)(=O)N2CCOCC2)ccc1Cl)c1ccc(=O)[nH]c1	-1	x	0.1	-16	-10	-6	-10	-2	4	-13	0.3
Cc1ccc(S(=O)(=O)N2CCN(C(=O)Cc3c(F)cccc3Cl)CC2)cc1	-4	36	-0.3	-17	0	2	-3	-3	-1	-4	2.1
CCOc1ccc(C(C)NC(=S)NCc2ccc(Cl)cc2)cc1 (stereo not given)	-11	10	1.4	-14	-9	-3	7	-1	-4	-4	3.5
Cc1cccc(NC(=O)C2(C)CC3c4ccccc4C2c2ccccc23)c1C (stereo not given)	2	16	-0.3	-65	-3	-6	1	-1	-3	-4	1.4
O=c1[nH]c(CSc2ccccn2)nc2c1oc1ccccc12	-16	-10	-1.5	-8	-13	1	5	-11	-2	-7	-1.0
CC1(c2ccc3ccccc3c2)NC(=O)N(CC(=O)N2CCN(Cc3ccc(C#N)cc3)CC2)C1=O (stereo not given)	-12	x	0.1	x	6	-3	-8	0	-2	-2	0.8
